# Screening data: PubChem, The Scripps Research Institute Molecular Screening Center
# TTR transcr act – increases transthyretin transcription; activation, % at 16.7 µM; 1.3% of 92,000 active; SH-SY5Y TTR promoter Gaussia luciferase, luminescence; 100% = recombinant luciferase protein wells;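 active = activation above the mean of all tested compounds plus 3 SD, cut at about 9.5% in these data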;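 also: cells exposed to compounds for one day before reading; 0% = median of all test compound wells on the plate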
# * marks the source's active call; other numbers are inactive results; & = joins results of further samples. The list is partial; count on the stated rates, not on these rows.
TTR transcr act	Molecule
0.1	CNC(C)C#Cc1ccc2c(=O)c3cc(C)c(C)cc3oc2c1 (stereo not drawn)
2.0	O=C(CN1C(=O)c2ccccc2C1=O)Nc1ccccc1
-2.3	COc1ccc2[nH]c(CN3CCN(CC(C)C)C(CCO)C3)c(C)c2c1 (stereo not drawn)
0.5	CN(C)CCOC1c2ccccc2-c2ccccc21
-0.2	Cc1ccc(CNC(=O)O[C@H]2CC[C@@]34CCCN3C(=O)CCC[C@H]4[C@H]2C)o1
1.4	COCCCNC(=O)[C@H]1N2C(=O)c3ccccc3C2SC1(C)C (stereo partly drawn)
5.3	CCOC(=O)N1CCN(c2c(NCc3ccccc3OC)c(=O)c2=O)CC1
-0.1	CC(NC(=O)NC1CCCCC1)c1ccccc1 (stereo not drawn)
-0.9	CC(NC(=O)CCCC1CCCCC1)c1ccc(S(N)(=O)=O)cc1 (stereo not drawn)
0.1	N#Cc1nc(-c2cccs2)oc1NCc1ccccc1Cl
1.8	CS(=O)(=O)c1ccccc1-c1nc(-c2cc(C(F)(F)F)cc(C(F)(F)F)c2)no1
-1.6	COC(=O)C1=C(C)N(Cc2ccccc2)C(=NCCCCO)N[C@H]1c1cccc(C(F)(F)F)c1

# Going on with the list.
TTR transcr act	Molecule
-1.5	O=C(Cn1cc(C(F)(F)F)ccc1=O)NCc1ccc(F)cc1
0.6	COc1cccc2cc(C(=O)NCCc3c[nH]c4ccccc34)c(=O)oc12
-1.2	CC1=C(C(=O)Nc2ccccc2)C(c2coc3ccccc3c2=O)C2=C(CCCC2=O)N1 (stereo not drawn)
0.2	C=CCCC(=O)N[C@H]1CC[C@@]23CCCN2C(=O)CCC[C@H]3[C@H]1C
-2.6	CCN1CCN(c2ccc(NC(=O)CCc3c(C)nc4c(-c5ccccc5)c(C)nn4c3C)cc2)CC1
5.2	CN(C)c1ccc(/C=C2\C(=N)N3N=C(CC(=O)N4CCCC4)SC3=NC2=O)cc1Br
-4.8	CC(C)N(C(=O)Nc1ccc2nsnc2c1)C(C)C
-1.5	COC1OC2COC(c3ccccc3)OC2C(O)C1NC(C)=O (stereo not drawn)
1.3	CCOC(=O)N1CCN(C(=O)/C=C/c2ccc([N+](=O)[O-])cc2)CC1
0.5	N#C/C(=C\c1c(F)cccc1Cl)C(=O)NC1CC1
-1.1	CCCc1cc(=O)[nH]c(SCC(=O)NC2(C#N)CCCCC2)n1
-1.6	COc1ccc(N2CCCn3c2nc2c3c(=O)n(Cc3ccc(C)cc3)c(=O)n2C)c(OC)c1

# Continued.
TTR transcr act	Molecule
0.4	C#CCOCCOCCOCCNc1nc(N2CCN(C(=O)[C@H](CCCCN)n3cc([C@@H](N)CC(C)C)nn3)CC2)nc(N2CCN(C(=O)[C@H](Cc3cc4ccccc4[nH]3)n3cc([C@@H](N)CC(C)C)nn3)CC2)n1
4.5	CC(C)(C)c1cc(NC(=O)COc2ccc(Br)cc2)n(-c2ccccc2)n1
-3.3	CC(=O)Nc1cccc(Oc2nc(NCC3CC3)nc3ccsc23)c1
1.8	OC12CC3C[C@H](C1)C(N1CCOCC1)[C@@H](C3)C2 (stereo partly drawn)
5.2	O=C(Nc1ccc2c(c1)OCCO2)C1CCCN1C(=O)Nc1ccc(F)cc1 (stereo not drawn)
1.0	CN(C)CCNC(=O)/C=N/O
0.7	CCCCOC(=O)C1=C(C)NC(=O)NC1c1ccc(N(C)C)cc1 (stereo not drawn)
1.4	Cc1cc(C(=O)NNC(=O)C2CCCC2)c(C)o1
-1.1	O=S(=O)(c1ccc(NC(=S)N/N=C/c2cccc(Oc3ccccc3)c2)cc1)N1CCOCC1
4.9	O=C(Oc1cccc2c(=O)[nH]ccc12)c1ccccc1
-0.5	COc1ccccc1CNC(=O)COC(=O)/C=C/c1cccs1
-3.5	O=C1c2ccccc2C(=O)N1CCCCN(C(=O)c1ccc([N+](=O)[O-])cc1)c1ccc(Cl)cc1

# (further entries)
TTR transcr act	Molecule
1.4	O=C(Cc1ccccc1)N1CCC(c2nc3ccccc3[nH]2)CC1
-1.5	CCc1cc2cc3c(cc2nc1SCC(=O)Nc1cc(C)on1)OCO3
0.5	CC1(C)S[C@@H]2[C@H](NC(=O)C(NC(=O)N3CCNC3=O)c3ccccc3)C(=O)N2[C@H]1C(=O)O (stereo partly drawn)
-0.6	COc1ccc(N=C/C=C2\C=C(c3ccccc3)OC(C)(C)O2)cc1
0.5	O=C(O)c1cccnc1SCc1cn2cc(Cl)ccc2n1
-0.9	CCOC(=O)C1=CNS(=O)(=O)NC1c1ccc(C(=O)OC)cc1 (stereo not drawn)
-2.7	CCSc1nnc(NC(=O)c2cccc(S(=O)(=O)N(C)c3ccccc3)c2)s1
20*	CN(Cc1ccc(Cl)cc1Cl)C(=O)Cc1ccc(S(=O)(=O)N2CCOCC2)s1
-1.5	CC(=O)NNC(=O)c1csc(Cc2c(Cl)sc3ccc(Cl)cc23)n1
-1.0	COc1ccc(NC(=O)C2CCC(N3C(=O)C4C5C=CC(C5)C4C3=O)CC2)cc1 (stereo not drawn)
-0.8	Cc1nc(-c2noc(-c3cccc(Cl)c3)n2)c(C(F)(F)F)o1
9.9*	c1cc2c(cc1C1=Nn3c(nnc3C3CCCCC3)SC1)OCO2

# Molecules listed so far with a furan ring, fused or not, in the order listed:
TTR transcr act	Molecule
-0.2	Cc1ccc(CNC(=O)O[C@H]2CC[C@@]34CCCN3C(=O)CCC[C@H]4[C@H]2C)o1
1.4	Cc1cc(C(=O)NNC(=O)C2CCCC2)c(C)o1

# The results go on.
TTR transcr act	Molecule
-2.4	COc1ccc(/C=C/C(=O)Nc2ccc(-n3nncc3-c3ccccc3)cc2)cc1OC
-3.8	Cc1n[nH]c(C)c1S(=O)(=O)N1CCCC(C(=O)Nc2ccc(Br)cc2)C1 (stereo not drawn)
-0.9	O=S(=O)(NCC1CCCO1)c1ccc(Oc2ccccc2)cc1 (stereo not drawn)
0.7	CCOC(=O)C1CCN(C(=O)C(CCSC)NC(=O)c2ccccc2OC)CC1 (stereo not drawn)
0.8	Cc1ccc(CNC(=O)CN2NS(=O)(=O)c3ccccc3C2=O)cc1
0.8	CCCc1nnc(NC(=O)CCC(=O)NCc2ccc(OC)cc2)s1
-0.7	CN(C)N=Nc1ccc(-c2cn(Cc3ccccc3)cn2)cc1
2.0	COc1cc(NC(=O)C2(C)CCN2C(=O)C(C)C)cc(OC)c1OC (stereo not drawn)
3.4	Cc1nc2ccc(C(=O)OCc3ccccc3Br)cc2nc1C
-2.5	COc1ccc(Br)cc1CN1CCCC(C(=O)N2CCCCCC2)C1 (stereo not drawn)
-0.9	O=C(NCc1ccccc1Cl)[C@H]1CCCN1C(=O)[C@H]1CCCN1C(=O)c1cccc2ccccc12
-0.3	Cc1cnc(NC(=O)c2ccncc2)s1

# Additional compounds.
TTR transcr act	Molecule
-1.3	Cc1nn2c(CN(C(=O)COc3ccccc3)c3ccccc3)nnc2c2ccccc12
0.1	COC(=O)c1ccccc1NC(=O)c1noc2c1CC(C(C)(C)C)CC2 (stereo not drawn)
-0.6	C=CCn1c(SCc2ccccc2C#N)nnc1-c1cc(Br)ccc1O
-0.9	C/C(CC(=O)Nc1ccc(Cl)cc1C(F)(F)F)=N\NC(N)=S
-0.8	COc1ccc(OC)c(-n2nnnc2SCC(=O)Nc2ccccc2N2CCOCC2)c1
-1.3	Nc1cccc(CP(=O)(c2ccccc2)c2ccccc2)c1
0.3	COc1cc(CO)cc(Br)c1OCC(=O)Nc1cccc2ccccc12
-2.2	CCCC[C@H](C(=O)N(C)c1ccccc1)[C@@H](O)c1ccc2ccccc2c1
0.5	c1ccc(-c2nc(CSc3n[nH]c(-c4cccs4)n3)cs2)cc1
2.1	CC(c1ccccc1C(O)(c1ccccc1)c1ccccc1)N(C)C (stereo not drawn)
-0.1	CN(C)c1cc[n+](CC(=O)Nc2ccc(Oc3ccccc3)cc2)cc1
0.4	O=C(Nc1nnc(C2=COCCO2)o1)c1cccc([N+](=O)[O-])c1

# The listing continues:
TTR transcr act	Molecule
4.0	N#Cc1ccc(N/N=C/c2ccccc2)c([N+](=O)[O-])c1
1.0&2.4	COc1ccc(NC(=O)c2ccc(CNc3c(NC4CCCCC4)c(=O)c3=O)cc2)cc1OC
2.0	O=C1NN(c2ccccc2)C(=O)/C1=C\c1coc2ccc(O)cc2c1=O
8.7	N#C/C(=N\Nc1ccc([N+](=O)[O-])cc1)C(=N)N1CCOCC1
0.8	O=C(OCC1CC(c2ccccn2)=NO1)c1ccc(Br)cc1 (stereo not drawn)
0.9	COc1cccc(-n2cnc3sc(-c4ccccc4)cc3c2=O)c1
2.0	COc1ccc(-c2csc(NC(=O)c3cc(C)on3)c2C#N)cc1OC
-1.4	CN1C2=N[C@@H](c3ccc4ccccc4c3)CC(=O)N2/C(=C\c2ccccc2)[C@H]1c1ccccc1
0.0	COc1ccc(C2CC(=O)c3c(O)cc(O)cc3O2)c(CC=C(C)C)c1OC (stereo not drawn)
-1.5	CC(C)C(=O)Nc1cc(S(=O)(=O)N2CCOCC2)ccc1N1CCCCC1
-0.7	Cc1ccc(S(=O)(=O)C2(C(=O)Nc3nccs3)CC2)cc1
-0.3	O=C1NC(=Nc2ccccc2)/C(=C/c2ccco2)S1

# The final 2 records of the part above open the next one.
TTR transcr act	Molecule
-0.7	Cc1ccc(S(=O)(=O)C2(C(=O)Nc3nccs3)CC2)cc1
-0.3	O=C1NC(=Nc2ccccc2)/C(=C/c2ccco2)S1
-0.8	CCOC(=O)c1sc(NC(=O)C2CCC2)cc1C
1.7	O=C(ON=C1CCN(S(=O)(=O)c2ccccc2)CC1)c1cccc(Cl)c1
-1.2	O=S(=O)(c1ccc(Cl)nc1)N1CCN(Cc2ccc3c(c2)OCO3)CC1
2.9	CCn1c(O)c(/C=C2\C=NN=C2c2ccc(C)cc2)sc1=S
1.5	CC(C)c1cc(C(C)C)c(S(=O)(=O)NC(c2ccccn2)C23CC2C3)c(C(C)C)c1 (stereo not drawn)
-3.2	COc1ccc(OC)cc1
0.2	CCCn1nnnc1NCc1ccccc1F
-3.1	O=C(Cc1ccc(NC(=O)C2CCN(C(=O)C3CCCCC3)CC2)cc1)Nc1cccc(C(=O)N2CCCCC2)c1
2.3	COc1ccc(N(C(C)C(=O)N/N=C/c2cc(Br)c(C)o2)S(C)(=O)=O)cc1 (stereo not drawn)
-0.8	O=C(NCCN1CCOCC1)/C(=C\c1ccc(Br)cc1)NC(=O)c1cccs1
0.8	S=C(NCCc1c[nH]c2ccccc12)NC1CCCC1
-0.3	Cc1ccccc1NC(=O)CN1C(=O)N/C(=C\c2ccccc2OCc2ccc(C(=O)O)cc2)C1=O

# (list continues)
TTR transcr act	Molecule
0.3	CCN(CC)c1nc(C)c(C(=S)Nc2cc([N+](=O)[O-])ccc2Cl)s1
-1.7	S=C1NC[C@H](Cc2ccccc2)N1CCc1cccc2ccccc12
-1.6	O=C(CN1C(=O)c2ccccc2C1=O)Nc1cccc(Cl)c1
-0.4	CNC(=O)c1cccc(NC(=O)c2cc(-c3ccccc3)nc3c2cnn3C(C)C)c1
-1.6	CCCCN=C1NN=C(c2cc3ccccc3o2)CS1
-0.8	O=C1c2ccccc2NC(c2cccc(O)c2)N1O (stereo not drawn)
-2.3	COc1cccc(N/C=C/C(=O)c2ccc(OC)c(OC)c2)c1
0.3	Cc1cccc(NC(=O)C(=O)N/N=C/c2ccncc2)c1
-3.2	COc1ccc(NC(=O)CCc2ccccc2)cc1NC(=O)c1ccco1
-1.3	COc1ccc(CCNC(=O)COC(=O)c2ccco2)cc1OC
-2.5	O=C1c2ccccc2C(=O)N1Nc1ccccc1
-0.7	Cc1ccc(N(C(=O)CNC(=O)c2ccco2)C(C(=O)NC2CCCCC2)c2ccncc2)cc1F (stereo not drawn)

# Marked active in TTR transcr act, among the entries above:
TTR transcr act	Molecule
20*	CN(Cc1ccc(Cl)cc1Cl)C(=O)Cc1ccc(S(=O)(=O)N2CCOCC2)s1
9.9*	c1cc2c(cc1C1=Nn3c(nnc3C3CCCCC3)SC1)OCO2

# (continued)
TTR transcr act	Molecule
-0.5	Cc1ccc2[nH]cc(C(=O)CN3CCN(c4ccccc4F)CC3)c2c1
-3.2	c1ccc2sc(Sc3ncnc4sccc34)nc2c1
1.4	CC(C(=O)N1CCOCC1)c1ccccc1 (stereo not drawn)
0.6	Cc1ccc(SCCC(=O)OCC(=O)Nc2ncc(Cl)cc2Cl)cc1
2.2	CC(C)C(CCN1C(=O)CCC1=O)C1CCOC(C)(C)C1 (stereo not drawn)
-1.0	Cc1ccc(Nc2ncnc3c2nnn3Cc2ccccc2)cc1
-1.0	Cc1cccc(CCN2C(N(C)C)=NC[C@@H]2CC(C)C)c1
-2.1	O=C(NC1CC1)C1=C[C@@H](c2ccccc2)C[C@@H](OCc2ccc(CO)cc2)O1
-3.7	CC(C)C(=O)Nc1cc(S(=O)(=O)Nc2ccc(Cl)cc2)ccc1Cl
-1.2	O=C(Cn1ccc2ccccc2c1=O)NCCC(=O)N1CCN(C(=O)c2ccco2)CC1
-1.1	N#CCC(=O)N/N=C/c1cn(Cc2ccc(Cl)c(Cl)c2)c2ccccc12
1.9	Cc1nc2ccccc2nc1OCc1ccccc1

# Further entries follow:
TTR transcr act	Molecule
1.1	N=C(N)Sc1nc(N2CCCCC2)nc(N2CCCCC2)n1
0.9	O=C1OCC2=C1C(c1ccc(Cl)cc1)CC(=O)N2c1ccc(F)cc1 (stereo not drawn)
-1.9	Cc1ccc(CN2CCN(Cc3cc4ccccc4o3)CC2CCO)cc1 (stereo not drawn)
4.0	O=C(CSc1nc2cc(Cl)ccc2o1)N1CCOCC1
-0.1	CN(C)CCN(Cc1ccccc1)C(c1ccnc2ccccc12)c1nnnn1-c1ccc2c(c1)OCCO2 (stereo not drawn)
-1.1	Cc1ccccc1OCC(O)Cn1c(SC(C)C)nc2c1c(=O)[nH]c(=O)n2C (stereo not drawn)

# 4 compounds from above, ordered by their value in TTR transcr act, smallest number first:
TTR transcr act	Molecule
-3.3	CC(=O)Nc1cccc(Oc2nc(NCC3CC3)nc3ccsc23)c1
-3.2	COc1ccc(OC)cc1
-1.3	Nc1cccc(CP(=O)(c2ccccc2)c2ccccc2)c1
8.7	N#C/C(=N\Nc1ccc([N+](=O)[O-])cc1)C(=N)N1CCOCC1
